MCL1-BIM inh: MCL1-BIM-BH3 interaction inhibition (human); Q07820; GST-MCL1 / FITC-Bim-BH3 fluorescence polarization; inhibition, % at 10.9 µM; 0.68% of 320,000 active; AID 2057;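 active = inhibition above the mean inhibition of all tested compounds plus 3 SD, set per campaign, cut at about 40% in these data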;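 note: 0% = DMSO wells and 100% = unlabeled Bim-BH3 peptide control; higher means more loss of mP so more displacement of Bim peptide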
Target sequence (Q07820 whole entry, looked up): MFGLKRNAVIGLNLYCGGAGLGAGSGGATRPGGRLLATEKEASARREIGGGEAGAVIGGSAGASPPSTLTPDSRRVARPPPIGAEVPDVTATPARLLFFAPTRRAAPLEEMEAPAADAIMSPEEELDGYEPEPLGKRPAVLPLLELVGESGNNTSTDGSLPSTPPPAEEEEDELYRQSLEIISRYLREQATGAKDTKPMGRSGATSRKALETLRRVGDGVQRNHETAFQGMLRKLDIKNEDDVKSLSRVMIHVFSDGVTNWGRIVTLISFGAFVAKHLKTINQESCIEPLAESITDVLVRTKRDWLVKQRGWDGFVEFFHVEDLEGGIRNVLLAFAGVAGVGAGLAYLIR
Fam108B counter: Fam108B inhibition, counter-screen for RBBP9 inhibitors. AID 1947. recombinant Fam108B, FP-Rh probe fluorescence polarization. 0.33% of 300,000 active. inhibition, % at 9.51 µM;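 active = inhibition above the screen mean inhibition plus 3 SD, computed separately per campaign, cut at about 18% in these data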;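 note: inhibitors lower polarization as less probe binds the enzyme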
GLD-1 TGE inh: GLD-1-TGE RNA interaction inhibition (C. elegans). 0.44% of 320,000 active. Q17339. inhibition, % at 5.96 µM. purified GLD-1 + fluorescein TGE RNA, fluorescence polarization. AID 2280;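 active = percent inhibition above a per-plate cutoff, the plate mean of test compounds plus 3 SD, cut at about 30% in these data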;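 note: 0% = DMSO wells with GLD-1 and probe and 100% = wells lacking GLD-1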
Efflux pump mplx: blocks antifungal efflux pumps in multiplex yeast assay; S. cerevisiae Candida pump triplex, Nile Red efflux; inhibition, % at 10 µM; 0.44% of 330,000 active; AID 485275;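 active = plate passing quality check with inhibition over a set limit, or well fluorescence over plate mean plus 4 SD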;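 note: Nile Red retained in pooled yeast measured as flow cytometry median fluorescence; 0% = buffer negative control and 100% = Enniatin B positive control; higher means more Nile Red kept so more efflux inhibition; some compounds called inactive have numbers as strong as hits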
MEX-5 binding: C. elegans MEX-5 TCR-2 RNA binding activity. Q9XUB2. MEX-5/FITC-TCR2 RNA binding, fluorescence polarization; stronger effect = lower value. activity score (negative = inhibition of binding), % at 10 µM. 0.38% of 300,000 active;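 active = inhibition past about -25% in most replicates, and total fluorescence under double the plate's negative control median, limit read from the data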;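 note: 0% = DMSO and -100% = 5 µM competing unlabeled TCR2 RNA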
Target sequence (Q9XUB2 whole entry, looked up): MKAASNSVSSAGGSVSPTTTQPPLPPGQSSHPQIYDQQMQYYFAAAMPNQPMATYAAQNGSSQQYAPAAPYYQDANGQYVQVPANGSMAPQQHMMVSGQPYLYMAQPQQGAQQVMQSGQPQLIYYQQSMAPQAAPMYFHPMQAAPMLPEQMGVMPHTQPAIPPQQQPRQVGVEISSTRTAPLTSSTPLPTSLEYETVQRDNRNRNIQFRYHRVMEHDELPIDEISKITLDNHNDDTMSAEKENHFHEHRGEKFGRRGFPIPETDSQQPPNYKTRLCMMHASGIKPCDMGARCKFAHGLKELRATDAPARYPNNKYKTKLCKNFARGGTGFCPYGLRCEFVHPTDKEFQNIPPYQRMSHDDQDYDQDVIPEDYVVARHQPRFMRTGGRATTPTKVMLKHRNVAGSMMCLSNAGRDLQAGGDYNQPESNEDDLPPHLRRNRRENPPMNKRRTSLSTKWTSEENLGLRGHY
GRK2 aptamer HTS: blocks RNA aptamer binding to human GRK2; bead flow cytometry, FAM-aptamer displacement from GRK2; inhibition of aptamer binding, % at 10 µM; 0.59% of 330,000 active;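 active = inhibition of aptamer binding above 40%, roughly 3 SD of noise, on plates passing a quality check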;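 note: median bead fluorescence of bound FAM aptamer so fluorescent compounds give negative values; no value below 0 was filed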
BCLXL inh: inhibitors of human Bcl-xL | Q07817 | GST-Bcl-xL / FITC-Bim BH3 peptide fluorescence polarization | inhibition, % at 10.9 µM | 0.7% of 320,000 active | AID 2129;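 active = inhibition above the mean of all tested compounds plus 3 SD, cutoff set per campaign, cut at about 30% in these data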;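 note: 0% = DMSO wells and 100% = unlabeled Bim-BH3 peptide competitor; inhibitors lower millipolarization by displacing the labeled peptide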
Target sequence (Q07817 whole entry, looked up): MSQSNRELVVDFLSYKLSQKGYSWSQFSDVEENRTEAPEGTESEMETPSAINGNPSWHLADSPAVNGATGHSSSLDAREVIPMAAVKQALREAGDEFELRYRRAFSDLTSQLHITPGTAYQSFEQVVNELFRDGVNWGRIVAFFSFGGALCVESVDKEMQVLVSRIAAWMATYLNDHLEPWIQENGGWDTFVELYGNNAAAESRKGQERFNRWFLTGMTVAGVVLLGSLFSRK
VLA-4 inh: inhibition in a human VLA-4 binding assay; AID 2557; VLA-4 expressing cells, ligand binding flow cytometry; inhibition, % (about 7 µM as worked out from the volumes in the protocol); 0.2% of 330,000 active; in the data active = inhibition above about 50%
PME-1 primary: blocks human protein phosphatase methylesterase 1; recombinant PME-1, FP-Rh probe fluorescence polarization; inhibition, % at 5.9 µM; 0.53% of 320,000 active; AID 2130;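 active = inhibition above the campaign mean of all compounds plus 3 SD, cut at about 26% in these data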;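 note: competitive labeling of PME-1 active site by serine hydrolase directed probe; 0% = PME-1 with DMSO and 100% = wells lacking PME-1 enzyme; inhibitors block probe labeling so polarization falls and inhibition rises; many of its hits are not listed in these tables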
Numbers without * were called inactive; / = no result given.

SMILES	MCL1-BIM inh	Fam108B counter	GLD-1 TGE inh	Efflux pump mplx	MEX-5 binding	GRK2 aptamer HTS	BCLXL inh	VLA-4 inh	PME-1 primary
C=CCN1C(=O)/C(=c2\sc3nc(=O)c(Cc4ccc(OC)c(OC)c4)nn3c2=O)c2ccccc21	4	-3	0	0.0	-3.2	3	9	-5	2
O=C(c1cc(COc2c(F)cccc2F)on1)N1CCC(c2ccncc2)CC1	4	2	3	0.4	-0.5	0	4	5	3
Cc1ccn2c(=O)nc(SCC(=O)NCc3ccccc3)nc2c1	22	1	8	-0.1	-0.1	3	16	-8	-5
Cc1ccc(NC(=O)c2cccc(NC3=NC4CS(=O)(=O)CC4S3)c2)cc1C (stereo not given)	3	-4	-1	-0.1	1.0	2	7	-12	-6
CCCNC(=O)C1CN(C(=O)c2nn(Cc3ccccc3)c(=O)c3ccccc23)c2ccccc2O1 (stereo not given)	-11	/	6	-0.2	/	0	-2	1	1
CC(C)(ONC(=O)Nc1ccccc1Cl)C(=O)O	4	-1	4	0.0	-1.0	0	8	-1	-2
Cc1cccc(C)c1NC(=O)C(NC=O)c1ccccc1 (stereo not given)	4	3	6	-0.1	1.5	0	3	31	2
COc1ccc([N+](=O)[O-])cc1NC(=S)NC(NC(C)=O)C(Cl)(Cl)Cl (stereo not given)	2	-6	7	-0.1	-1.5	2	-1	/	0
O=S(=O)(CCN1CCSCC1)c1ccc(Cl)cc1	7	-2	0	0.0	0.3	3	10	10	-7
O=C(O)c1cc2c(cc1Cl)N1CCCCCC1=NS2(=O)=O	7	1	2	0.1	1.3	1	8	11	4
O=C(NC1CCCC1)c1n[nH]c2ccccc12	-4	-4	-1	0.0	-0.5	0	2	1	-2
COc1ccc(NC(=O)c2ccc3ccccc3n2)cc1S(=O)(=O)N1CCCCC1	10	-22	12	-0.6	4.7	1	16	9	-15
COc1ccc2[nH]c(=O)c(CN(C(=O)NC3CCCCC3)C3CCCC3)cc2c1	5	1	-1	-0.1	2.7	0	3	3	-1
O=C(NCCOc1ccc(F)cc1)C1CCC(=O)N(CCN2CCOCC2)C1 (stereo not given)	13	-1	4	0.0	1.4	0	4	6	1
Cn1c(NC(=O)C(C)(C)Oc2ccc(Cl)cc2)cc(=O)n(C)c1=O	-2	3	0	-0.2	1.6	1	-1	32	0
CCOC(=O)N1CCN(c2cc(=O)n(Cc3ccc(F)cc3)c(=O)[nH]2)CC1	-2	-2	2	-0.1	-0.5	1	0	14	-6
c1ccc(CCn2c(SCc3ccccc3)nnc2-c2ccncc2)cc1	-5	3	-3	-0.1	2.2	3	-2	-2	1
COc1cccc(NC(=S)N2CCN(C(c3ccccc3)c3ccccc3)CC2)c1	-2	-10	4	-0.4	-0.1	1	-1	-13	-12
CCN1CCN(c2ccc(NC(=O)c3cccc4ncccc34)cc2)CC1	6	-4	-1	-0.2	2.4	0	13	0	1
CCN(CC)S(=O)(=O)c1ccc(NC(=O)c2cc(=O)[nH]c3ccccc23)cc1	-1	-8	2	0.2	-1.1	0	6	12	2
O=C(CNC(=O)c1cc(=O)[nH]c2ccccc12)Nc1ccc(F)c(F)c1	-11	1	1	0.2	-1.7	0	-5	3	0
Cc1ccc2[nH]c(O)c(N=NC(N)=S)c2c1	11	-2	4	0.7	-0.4	4	15	6	-8
N#CC1(Cc2ccccc2)c2ccccc2C=CN1C(=O)c1ccccc1 (stereo not given)	5	-1	10	-0.1	1.3	1	0	-9	-10
O=C1CC(N2CCCCC2)C(=O)N1c1ccccc1 (stereo not given)	4	-4	7	0.1	-0.8	0	4	-6	3
COc1cccc2c1cc1c(=O)n(CC(=O)N3CCC(C)CC3)nc(C)n12	-7	4	0	-0.1	0.4	0	-1	-7	-6
CSc1ccccc1NC(=O)Nc1cccc(Cl)c1Cl	0	-3	2	0.0	0.1	0	3	5	-13
CCOCC(=O)Nc1nc2ccc(OCC)cc2s1	12	0	-2	-0.1	-1.1	0	7	9	6
Cc1cc(N)c2ccccc2n1	7	-2	-1	0.0	-1.1	1	5	24	6
O=C(Nc1cccc(Cl)c1)C1C2C=CC3(O2)C1C(=O)N(CCN1CCCCC1)C3C(=O)NC1CCCCC1 (stereo not given)	-1	1	-8	-0.1	-1.7	0	0	2	0
O=C(CSc1nc2ccccc2c(=O)n1-c1ccc(F)cc1)Nc1ccc2c(c1)CCC2	-17	-12	2	0.1	2.1	0	0	1	-13
COCCN1C(=O)N(c2cccc(OC)c2)C(=O)C1CC(=O)Nc1cccc(F)c1 (stereo not given)	/	/	/	0.1	1.4	0	/	3	/
Cc1ccc(NC(=O)CC2Oc3ccc(C)cc3NC2=O)c(C)c1 (stereo not given)	0	-2	0	0.0	0.3	0	7	5	-5
CCCn1c(=S)[nH]c2sc3c(c2c1=O)CCCC3	-3	2	0	0.0	1.8	1	8	3	-3
CC1Sc2ccc(C(=O)O)cc2NC1=O (stereo not given)	0	-3	0	0.1	1.6	0	4	31	-2
CCCOC(=O)c1cccc(NC(=O)COc2ccc([N+](=O)[O-])cc2)c1	-13	-1	6	2.1*	0.4	2	-7	-12	-5
Cc1ccc(C(=O)N/N=C2\CC3CC=CC23)c(C)c1 (stereo not given)	9	1	8	-0.1	-1.4	0	6	4	-8
CCS(=O)(=O)N1CCN=C1SC(C)c1ccccc1 (stereo not given)	2	-6	0	-0.3	-7.4	2	10	10	-6
Cc1ccc2nc(C3CCN(C(=O)c4ccco4)CC3)[nH]c2c1	4	6	-2	0.0	0.0	1	1	6	5
Cc1ccc(S(=O)(=O)CNC(=S)c2cccc(Cl)c2)cc1	19	-2	6	-0.1	1.6	0	6	0	-6
O=C(O)CC(NC(=O)c1cccc(F)c1)c1ccc(OC2CCCC2)cc1 (stereo not given)	1	1	-5	-0.2	1.9	2	-4	4	-1
Cc1nn(Cc2ccc(Cl)c(Cl)c2)c(C)c1NC(=O)c1cc(-c2ccc3c(c2)OCO3)on1	1	-24	3	0.1	2.0	0	6	4	4
Cc1cccc(N2CCN(Cc3c(C)n(C)n(-c4ccccc4)c3=O)CC2)c1C	8	-2	6	-0.1	0.9	0	8	10	-7
COC(=O)c1c(C)[nH]c(C(=O)C(C)OC(=O)C2CC(=O)N(c3ccc(C)cc3)C2)c1C (stereo not given)	-4	/	-3	0.4	/	0	2	-17	-5
O=C(Oc1ccc(/C=N/Nc2ccccc2)cc1)c1ccccc1	5	-2	-4	-0.2	-2.1	0	4	5	-4
CC(=O)Nn1cc2c(c1-c1ccccc1)c(=O)n(C)c(=O)n2C	-4	2	1	-0.2	0.1	0	-2	3	3
CC(=O)c1ccc(N2CCN(C(=O)/C=C/c3ccc(S(=O)(=O)NCc4ccco4)cc3)CC2)cc1	3	6	2	0.3	-1.4	0	0	-18	-4
Cc1ccc(/C=C/C(=O)OCC(=O)NC(C)C)o1	5	5	1	-0.1	0.8	0	1	14	-5
COC(=O)c1ccccc1NC(=O)C1CCN(c2ncnc3c2nc2n3CCCCC2)CC1	2	-2	1	-0.1	-0.3	0	1	-3	-3
CSC(=Nc1ccccc1)C1=C(O)COC1=O	-2	2	0	-0.2	-0.1	2	3	1	-5
C=CCn1c(COc2ccccc2)nc2ccccc21	-2	-2	-1	-0.1	1.5	1	5	9	0
Later entries.
SMILES	MCL1-BIM inh	Fam108B counter	GLD-1 TGE inh	Efflux pump mplx	MEX-5 binding	GRK2 aptamer HTS	BCLXL inh	VLA-4 inh	PME-1 primary
O=C1CCCc2c1nc(-c1ccc([N+](=O)[O-])cc1)n2O	-6	1	-6	-0.1	-2.2	5	1	6	0
Cc1nn(C)c(C)c1/C=C(\C#N)C(N)=O	8	1	-1	-0.1	2.2	0	3	-10	-15
N=c1c2cn[nH]c2nc(SCC(=O)c2ccc(Br)cc2)n1-c1ccc(Br)cc1	0	-34	0	0.3	-6.5	0	-3	7	-12
COc1ccc(OCc2nnc(SCC(=O)c3ccccc3)o2)cc1	2	-6	6	0.0	3.0	0	1	0	-6
CC(C)(C)NC(=O)c1cccc(NC(=O)Cc2ccc(Br)cc2)c1	1	-6	0	0.0	-2.1	0	4	-35	-3
COc1cc2c(cc1OC)-c1cc(OCc3ccccc3Cl)nc(=O)n1CC2	13	-2	4	0.0	0.1	0	12	12	-12
O=C(COC(=O)c1ccc(O)cc1)NCCc1c[nH]c2ccccc12	-4	/	-1	0.1	/	0	-7	-3	-1
Cc1c(C(=O)NNS(=O)(=O)c2ccccc2Cl)sc(=S)n1C	12	3	-6	0.6	/	2	4	17	3
Cn1c(=O)n(C)c2cc(S(=O)(=O)NCCO)ccc21	-1	2	5	-1.0	-1.9	0	5	-2	-2
Cc1cc2c(Nc3ccccc3)ncnc2s1	0	-2	30	0.0	1.0	3	4	-4	1
CCn1ncc(Br)c1C(=O)Nc1ccc(C(C)C)cc1	-4	-7	-2	0.0	1.1	2	-2	-6	-5
Cc1ccccc1-n1cnc2c(sc3nc(N4CCOCC4)c4c(c32)CCCC4)c1=O	-6	-9	7	0.2	2.4	3	0	-1	-8
CCC1CCCCN1c1nc(-c2ccncc2)nc2ccccc12 (stereo not given)	9	4	3	0.1	0.8	1	-2	3	-1
COc1ccc(NC(=O)CSCc2ccc(C#N)cc2)c(OC)c1	8	0	-2	0.1	1.6	1	3	4	0
CCOC(=O)C(CC(=O)O)NCc1ccco1 (stereo not given)	1	-2	-2	0.3	3.0	0	0	-4	-4
CCCn1c(=S)[nH]c2cc(C(=O)N3CCCC(C(=O)OCC)C3)ccc2c1=O (stereo not given)	0	1	2	0.2	0.7	0	0	4	-8
CCCCn1nc(NC(=O)c2cccs2)c2cc3ccccc3nc21	15	-1	11	0.3	0.3	14	11	-10	-1
Cn1nc(C(=O)NC2CCCCC2)c2c1-c1ccccc1S(=O)(=O)C2	-5	-1	-10	0.1	-2.7	2	-2	1	5
Cc1cc2c(cc1C)N(C(=O)CSC1=NCCS1)C(C)(C)c1ssc(=S)c1-2	9	4	10	0.1	-0.1	4	5	25	17
COc1cccc2cc(C(=O)N3C(C)CCCC3C)c(=O)oc12 (stereo not given)	12	0	-1	0.1	-8.5	1	5	2	4
Cc1cc(C2=NNC(=Nc3ccccc3)SC2)c(C)n1C	-2	1	2	0.1	-3.4	0	9	13	4
CC(=O)N(c1ccc(Cl)cc1)c1cn(C(C)=O)c2ccccc12	5	3	2	0.0	-2.9	2	5	10	1
O=C(NC(=S)N1CCN(c2ccccc2)CC1)c1ccc(S(=O)(=O)N2CCOCC2)cc1	-7	-7	-5	0.5	-2.4	3	-6	-32	-1
C=C(C)c1cccc(C(C)(C)NC(=O)N2CCCCC2CC)c1 (stereo not given)	1	0	0	0.1	6.6	3	2	8	-5
O=C(NC(C(=O)N/N=C/c1ccccc1)c1n[nH]c(=O)c2ccccc12)c1ccccc1 (stereo not given)	2	-1	-2	0.0	-2.7	1	4	-4	-2
CCCn1cnc2scc(-c3ccc(C)cc3)c2c1=O	5	2	1	-0.1	-1.1	0	4	7	-1
O=C(CCSc1ccccc1)N1CCN(c2ccccc2)CC1	-6	-2	-2	0.0	-0.3	0	6	-1	1

An excerpt. The share of hits here may be higher or lower than overall.
